GPR151 ag = activates the human receptor GPR151. hit rate 1% among 650,000. activation, % at 11.2 µM. PathHunter beta-arrestin GPR151 cells, luminescence. Q8TDV0; in the data active = activation above about 4.9%;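 note: 0% = median of compound wells and 100% = cells with positive control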
Target sequence (Q8TDV0 whole entry, looked up): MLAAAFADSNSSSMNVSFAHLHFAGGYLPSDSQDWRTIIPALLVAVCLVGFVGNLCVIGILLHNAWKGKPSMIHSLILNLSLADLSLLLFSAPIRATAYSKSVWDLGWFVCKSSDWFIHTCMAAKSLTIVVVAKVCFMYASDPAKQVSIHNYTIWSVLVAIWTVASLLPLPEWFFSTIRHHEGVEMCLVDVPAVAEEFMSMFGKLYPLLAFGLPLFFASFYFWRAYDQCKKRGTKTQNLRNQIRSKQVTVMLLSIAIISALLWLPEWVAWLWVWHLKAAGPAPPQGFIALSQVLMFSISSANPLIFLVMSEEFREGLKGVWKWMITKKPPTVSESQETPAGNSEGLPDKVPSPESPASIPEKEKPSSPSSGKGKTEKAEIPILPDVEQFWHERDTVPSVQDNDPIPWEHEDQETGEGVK
MITF primary = blocks human microphthalmia-associated transcription factor. O75030. AlphaScreen MITF homodimerization, bead proximity signal. inhibition, % at 2.6 µM. hit rate 0.91% among 650,000. AID 1259374; in the data active = inhibition above about 50%;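 note: 0% = vehicle wells with protein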
Target sequence (O75030 whole entry, looked up): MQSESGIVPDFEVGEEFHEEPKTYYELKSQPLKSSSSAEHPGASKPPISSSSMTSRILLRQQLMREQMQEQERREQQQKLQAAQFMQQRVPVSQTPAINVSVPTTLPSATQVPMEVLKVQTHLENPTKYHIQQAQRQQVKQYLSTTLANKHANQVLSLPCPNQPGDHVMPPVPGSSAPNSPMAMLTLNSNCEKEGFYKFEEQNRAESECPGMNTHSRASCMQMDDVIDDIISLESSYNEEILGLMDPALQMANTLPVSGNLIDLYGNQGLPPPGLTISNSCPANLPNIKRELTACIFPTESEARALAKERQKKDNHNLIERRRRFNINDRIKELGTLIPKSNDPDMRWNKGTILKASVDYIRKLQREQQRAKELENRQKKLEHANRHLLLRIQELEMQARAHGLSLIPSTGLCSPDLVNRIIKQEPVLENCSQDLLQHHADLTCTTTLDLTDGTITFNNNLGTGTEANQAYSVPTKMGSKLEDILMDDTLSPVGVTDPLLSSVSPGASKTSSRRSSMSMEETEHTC
TEAD-YAP inh = TEAD-YAP interaction inhibition. HEK-TIYL cells, TEAD-Gal4/YAP UAS-luciferase luminescence. inhibition, % at 9.12 µM. hit rate 1.4% among 640,000. AID 1259422; in the data active = inhibition above about 32%;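 note: 0% = median of test compound wells and 100% = reference inhibitor wells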
FBW7 act = activators of human E3 ligase FBW7 | Q969H0 | AlphaScreen FBW7–phospho-cyclin E peptide binding, activator screen | normalized activity (activation), % at 26.1 µM | AID 1259310 | hit rate 0.13% among 650,000; in the data active = normalized activity above about 1.9%;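 note: purified mutant Fbw7 with reduced substrate affinity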
* marks the source's active call; other numbers are inactive results; & = joins results of further samples.

No.	compound	GPR151 ag	MITF primary
1	Oc1ccc(N=Cc2nc(-c3ccccc3)oc2O)cc1	-0.6	6
2	O=C(NC1=NCCS1)c1cc(S(=O)(=O)N2CCOCC2)c(Cl)cc1Cl	-0.7	11
3	Cc1ccc(CNC(=O)CN(c2cc(C)ccc2C)S(C)(=O)=O)cc1	1.0	-10
4	O=C(Nc1ccc(C(O)(C(F)(F)F)C(F)(F)F)cc1)c1ccncc1	0.7	6
5	O=[N+]([O-])c1ccc2nonc2c1Nc1ccccc1	0.4	28
6	Cc1ccc(CN2C3=C(C(=O)CC(C)(C)C3)C(c3ccc(Cl)c([N+](=O)[O-])c3)C3=C2CC(C)(C)CC3=O)cc1	-0.6	5
7	COc1ccc(C(=O)COC(=O)CCCC(=O)NC2CCCCC2)cc1	-0.1	11
8	Cn1c(=O)c(=O)n(C)c2cc(S(=O)(=O)NCCCc3ccccc3)ccc21	1.5	4
9	COC(=O)CC1C(=O)NCCN1c1ncnc2sccc12 (configuration not stated)	0.6	-4
10	CCOC(=O)c1c(NC(=O)CN2CCCC2)sc(C)c1-c1ccccc1	-0.6	8

No.	TEAD-YAP inh	FBW7 act
1	-33	0.0
2	1	0.1
3	4	0.1
4	-3	-0.1
5	-21	0.4
6	11	0.1
7	2	0.6
8	-14	0.3
9	-11	-0.1
10	4	0.0

Next part; the last three above are carried over.
No.	compound	GPR151 ag	MITF primary
8	Cn1c(=O)c(=O)n(C)c2cc(S(=O)(=O)NCCCc3ccccc3)ccc21	1.5	4
9	COC(=O)CC1C(=O)NCCN1c1ncnc2sccc12 (configuration not stated)	0.6	-4
10	CCOC(=O)c1c(NC(=O)CN2CCCC2)sc(C)c1-c1ccccc1	-0.6	8
11	COc1ccc(C2C3=C(CCCC3=O)Nc3ccc4nc(C)ccc4c32)cc1OC (configuration not stated)	-2.0	14
12	N#CC(C(=O)Nc1ccccc1Cl)=C1CCCC1	1.7	4
13	COc1ccc(CCNC(=O)c2c[nH]c3ccc(S(=O)(=O)N4CCc5ccccc54)cc3c2=O)cc1OC	0.4	17
14	Cc1cc(N2C(=O)C(O)=C(C(=O)c3ccco3)C2c2cccc([N+](=O)[O-])c2)no1 (configuration not stated)	-0.1	-1
15	O=[N+]([O-])c1ccc2c(c1)nnn2CN1CCCCC1	-0.2	15
16	COc1ccc(C(C)=O)cc1CN(C)C	6.6*	5
17	CCOC(=O)c1ccc(N2C(=O)/C(=C\c3ccc(N(C)C)cc3)C(C(=O)OC)=C2C)cc1	-2.0	11
18	CC(=O)NNC(=O)c1ccncc1	0.9	21
19	Fc1ccc(Nc2nc(N/N=C\c3ccco3)nc(N3CCCCC3)n2)cc1	0.3	-6
20	CCOC(=O)C1=C(C)N(C)C(C)=C(C(=O)OCC)C1c1cccc([N+](=O)[O-])c1	-0.3	10

No.	TEAD-YAP inh	FBW7 act
8	-14	0.3
9	-11	-0.1
10	4	0.0
11	8	0.3
12	3	0.0
13	35*	-0.5
14	2	-0.1
15	-5	0.1
16	-8	-0.4
17	8	0.2
18	-3	0.2
19	12	-0.8
20	2	-0.1

Other records
No.	compound	GPR151 ag	MITF primary
21	CCOc1ccc(C(=O)NCC(c2ccco2)N2CCN(c3ccc(F)cc3)CC2)cc1 (configuration not stated)	1.8	-10
22	Cc1nnc(NC(=O)CSc2nnc(C(C)C)n2C)s1	-1.7	-5
23	CCOC(=O)N/N=C/c1cn(-c2ccccc2)nc1-c1ccc2c(c1)OCCO2	1.0	10
24	COCCNc1nc2nonc2nc1N1CCCCC1CCOC (configuration not stated)	0.1	7
25	Cn1c(SCC(=O)NC23CC4CC(CC(C4)C2)C3)nnc1-c1ccccc1	0.8	-7
26	CCOC(=O)N1CCc2c(sc(NCc3sccc3C)c2C(=O)Nc2cc(OC)ccc2OC)C1	1.4	5
27	CC(=O)Nc1cccc(NC(=O)C2CCCN(c3ccc(-c4ccccc4)nn3)C2)c1 (configuration not stated)	-1.5	9
28	CCc1nnc(NC(=O)CSc2ccc([N+](=O)[O-])cn2)s1	0.2	9
29	CC(=O)Nc1ccc(NC(=O)c2cccc(Nc3nccc4ccccc34)n2)cc1	-1.0	4
30	CCC(C)C(NC(=O)OCc1ccccc1)C(=O)NC(Cc1ccccc1)C(=O)OC (configuration not stated)	-0.9	1

No.	TEAD-YAP inh	FBW7 act
21	3	-0.1
22	-1	-0.1
23	-27	-0.1
24	10	0.0
25	-8	0.0
26	3	0.2
27	-41	-0.1
28	1	-0.1
29	-2	-0.2
30	-6	0.1

(list continues)
No.	compound	GPR151 ag	MITF primary
31	COc1cc(C2C(C(=O)c3ccco3)=C(O)C(=O)N2Cc2cccnc2)ccc1O (configuration not stated)	0.3	-4
32	CC12CCC(C(=O)NCc3ccco3)(CC1=O)C2(C)C (configuration not stated)	0.1	-5
33	O=C(CN1CCN(Cc2ccc(F)cc2)C1=O)NCc1ccc(Cl)cc1	-0.6	13
34	CC(NC(=O)c1cccc(Br)c1)C1CCCO1 (configuration not stated)	-0.4	-24
35	Cc1ccc(NC(=O)C2CCCN2C(=O)OCc2ccccc2)cc1F (configuration not stated)	-2.2	6
36	O=C(c1ccc2c(=O)n(CC3CCCO3)c(=S)[nH]c2c1)N1CCN(Cc2ccc3c(c2)OCO3)CC1 (configuration not stated)	0.7	12
37	CCOCCc1nnc(NC(=O)c2cccs2)s1	-3.1	17
38	CSc1nsc(SC)c1C(=O)N1CCN(S(=O)(=O)c2ccc(C)cc2)C1C (configuration not stated)	5.0*	3
39	Cc1cc(C(=O)N(Cc2ccccn2)c2nc3ccc(F)cc3s2)on1	-7.5	-2
40	N#Cc1cc2ccccc2nc1SCC(=O)N1CCc2ccccc21	-0.3	4

No.	TEAD-YAP inh	FBW7 act
31	0	-0.1
32	3	0.0
33	-1	-0.2
34	-7	-0.1
35	0	-0.1
36	26	-0.2
37	-15	0.1
38	3	-0.3
39	-4	-0.3
40	5	0.2

Continuation:
No.	compound	GPR151 ag	MITF primary
41	O=C(COC(=O)CNS(=O)(=O)/C=C/c1ccccc1)NC(=O)NCc1ccco1	-2.5	-4
42	COCCNC(=O)c1ccc2c(=O)n(Cc3ccc(Cl)cc3)c(SCc3cc(F)cc4c3OCOC4)nc2c1	-1.1	28
43	CCCCCOC(=O)c1ccc(OC(=O)c2sc3ncn(Cc4ccccc4Cl)c(=O)c3c2C)cc1	1.6	-3
44	Cn1c(SCCC#N)nnc1-c1cccc(Cl)c1	-1.9	28
45	COc1ccccc1NC(=O)c1cc(S(=O)(=O)N2CCOCC2)ccc1Br	3.1	3
46	O=C1CCCN1CCCNc1nc(Nc2ccccn2)nc2c1ncn2-c1ccccc1	0.9	6
47	CCOP(=O)(CN(CCc1ccccc1)C(=S)Nc1ccc(OC)c(Cl)c1)OCC	0.5	8
48	Cc1ccc(N(C(C)C(=O)N2CCN(Cc3ccccc3)CC2)S(C)(=O)=O)cc1 (configuration not stated)	-0.7	17
49	Cc1cccc(NC(=O)c2cc(S(=O)(=O)N(C)Cc3ccccc3)ccc2F)c1C	-1.1	13
50	Cc1ccc(NC(=O)CCc2c(C)[nH]c(=O)n(C)c2=O)cc1F	-1.7	12

No.	TEAD-YAP inh	FBW7 act
41	-4	-0.1
42	9	0.0
43	-9	-0.2
44	0	0.5
45	7	0.1
46	21	0.0
47	8	-0.1
48	13	0.1
49	2	0.0
50	6	0.0

Going on with the list.
No.	compound	GPR151 ag	MITF primary
51	CCc1ccccc1NC1=NC2CS(=O)(=O)CC2S1 (configuration not stated)	2.7	-4
52	CN1CCN(CCOc2ccccc2Cc2ccccc2)CC1	0.0	0
53	O=C(Nc1ccc2c3c(cccc13)CC2)c1cc([N+](=O)[O-])ccc1Br	-0.5	16
54	CC1(S(=O)(=O)O)CC(=O)c2ccccc2C1=O (configuration not stated)	-0.3	10
55	COc1ccc(N2CCN(C(=O)c3ccc[nH]c3=S)CC2)cc1	0.5	-22
56	CC(C(=O)NC(N)=S)N1C(=O)c2ccccc2C1=O (configuration not stated)	-0.7	3
57	O=C(COC(=O)c1cccc(O)c1)Nc1ccc(S(=O)(=O)N2CCOCC2)cc1	0.3	3
58	CCn1cc(C2=NC(C(C)C)CO2)c2ccccc21 (configuration not stated)	0.1	-5
59	CC(=O)C1CC(c2ccccc2)=NN1c1ccccc1 (configuration not stated)	-2.1	-6
60	O=C(Nc1ccc(F)c([N+](=O)[O-])c1)c1sc2ccccc2c1Cl	-0.3	3

No.	TEAD-YAP inh	FBW7 act
51	-7	-0.1
52	10	0.1
53	60*	0.2
54	4	-0.2
55	-2	0.0
56	3	0.3
57	9	0.0
58	-5	-0.2
59	5	0.9
60	-4	-0.2

(listing goes on)
No.	compound	GPR151 ag	MITF primary
61	Cc1ccc(-c2nc(CS(=O)(=O)CC(=O)NCCCc3ccccc3)c(C)o2)cc1	-0.8	22
62	CN(CCNc1ccc2nnc(-c3ccccc3)n2n1)C1CCCCC1	0.4	1
63	Cc1cccc(NC(=O)CSc2nnc(CNC(=O)c3ccc(S(=O)(=O)N(C)C)cc3)n2-c2ccc(F)cc2)c1	-0.8	19
64	CC(=O)C1=NN(c2ccccc2)C2C(=O)N(c3cccc(Cl)c3)C(=O)C12 (configuration not stated)	-0.5	0
65	CC(C)c1onc(C(=O)N2CCCCC2)c1[N+](=O)[O-]	-0.4	-1
66	CCOC(=O)c1cnc2ccc(OC)cc2c1Nc1cccc(C)c1	-0.5	-10
67	O=C(CSc1nnc2ccccn12)Nc1ccccc1	-0.3	-3
68	CCN(C(=O)C1CCN(S(=O)(=O)c2ccc(-n3cnnn3)cc2)CC1)C1CCCCC1	-0.8	24
69	CSc1ccc(S(=O)(=O)Nc2cccc([N+](=O)[O-])c2C)cc1	1.7	15
70	Cc1ccc(NC(=O)CN2C(=O)S/C(=C\c3cccc(O)c3)C2=O)cc1	-0.7	-12

No.	TEAD-YAP inh	FBW7 act
61	-10	1.5
62	-12	-0.1
63	-10	0.1
64	-5	-0.6
65	-3	0.1
66	-3	-0.1
67	-8	0.2
68	-3	0.2
69	3	1.1
70	14	0.0

Remaining list, next part:
No.	compound	GPR151 ag	MITF primary
71	O=C1COc2cc(-c3c(NC4CCCC4)c(=O)c3=O)ccc2N1	0.8	6
72	COc1ccc(-c2cn3c(C)c(C(=O)Nc4nccs4)sc3n2)cc1	-0.9	14
73	COc1cc(CN2CCC3(CCC(CNC(=O)c4ccccc4)O3)CC2)cc(OC)c1 (configuration not stated)	0.5	13
74	Cc1noc(C(=O)N2CCN(Cc3ccc4c(c3)OCO4)CC2)c1Cl	0.8	-2
75	COc1ccccc1CNc1ncnc2c1c(-c1ccccc1)cn2-c1ccccc1	1.1	-5
76	COc1ccc(C(=O)NCc2nnc(SCC(=O)N3N=C(c4cccs4)CC3c3ccc(C)cc3)n2Cc2ccccc2)cc1 (configuration not stated)	-1.6	7
77	COc1ccccc1OS(=O)(=O)c1ccc(Br)cc1	-0.6	-19
78	O=c1oc2ccc3ccccc3c2cc1-c1csc(Nc2ccccc2Cl)n1	4.1	10
79	CC(=O)Nc1ccc(NC(=O)CN(C)Cc2ccc(C(C)(C)C)cc2)cc1	-0.1	-3
80	N#Cc1c(NCCNC(=O)c2ccco2)nc(-c2ccccc2)c2c1CCCC2	0.5	1

No.	TEAD-YAP inh	FBW7 act
71	-4	-0.2
72	1	0.0
73	-2	0.2
74	-6	-0.1
75	-13	0.1
76	7	-0.1
77	-7	0.0
78	-6	0.6
79	3	0.1
80	3	0.1

(further entries)
No.	compound	GPR151 ag	MITF primary
81	COCCn1c(O)c(/C=N/NC(=O)C(=O)Nc2ccc(C)cc2)c(=O)[nH]c1=S	-0.2	28
82	O=C(Nn1c(-c2cccs2)nc2ccccc2c1=O)c1ccc([N+](=O)[O-])cc1Cl	-0.9	-6
83	Cc1ccc(C(=O)NCc2ccco2)c(C)c1	-0.6	16
84	O=C1C(Cl)=C(N2CCN(Cc3ccccc3)CC2)C(=O)c2ccccc21	1.3	11
85	COc1cccc(C(=O)/C=C\Nc2ccc(OC)c(OC)c2)c1	0.5	19
86	O=C(Nc1cc(Cl)cc(Cl)c1)C1CC(=O)N(c2ccc(F)cc2)C1 (configuration not stated)	-0.8	0
87	COc1ccccc1CNC(=O)CCN1C(=O)COc2ccc(C)cc21	-0.4	-4
88	Cc1cc(C)c2nc(NC(=O)c3ccc([N+](=O)[O-])cc3)sc2c1	0.6	2
89	COc1ccc(CNC(=O)CCc2ccc(S(=O)(=O)NC3CCCCC3)cc2)cc1	0.0	-15
90	COc1ccc(C(=O)Nc2c(N)nc(SCC(N)=O)[nH]c2=O)cc1OC	2.9	17
91	O=[N+]([O-])c1ccc(C2CSc3c4ncnc-4ncn32)cc1 (configuration not stated)	-0.4	-5
92	CCN(CC)c1nc(NCc2ccccc2)nc(N2CCOCC2)n1	1.8	-2
93	Nc1ccc(S(=O)(=O)Nc2ccc(Cl)nn2)cc1	-1.7&-0.7	-31&-20

No.	TEAD-YAP inh	FBW7 act
81	-6	0.0
82	-2	-0.1
83	-12	0.7
84	8	-0.1
85	-24	0.2
86	11	0.7
87	5	0.0
88	6	0.1
89	1	-0.2
90	-8	0.1
91	6	-0.5
92	-9	-0.1
93	-6	-0.1&0.0

A draw from above in order of count of non-hydrogen atoms, ascending.
No.	compound	GPR151 ag	MITF primary
56	CC(C(=O)NC(N)=S)N1C(=O)c2ccccc2C1=O (configuration not stated)	-0.7	3
1	Oc1ccc(N=Cc2nc(-c3ccccc3)oc2O)cc1	-0.6	6
3	Cc1ccc(CNC(=O)CN(c2cc(C)ccc2C)S(C)(=O)=O)cc1	1.0	-10

No.	TEAD-YAP inh	FBW7 act
56	3	0.3
1	-33	0.0
3	4	0.1
